Compound activity from PubChem BioAssay.
ARNT-TACC3 inh: ARNT/TACC3 interaction disruption; Q9Y6A5; AlphaScreen His-ARNT PAS-B/GST-TACC3 binding, luminescence; TACC3 fragment carries E629A point mutation; inhibition, % at 9.99 µM; 390,000 compounds, 0.66% hits;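 active means mean inhibition of replicates at least 50% and at least half of replicates each reaching 50%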;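 further: 0% = complete ARNT plus TACC3 wells and 100% = ARNT alone without TACC3; many hits fall short of the cut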
* marks the source's active call; other numbers are inactive results.

SMILES	ARNT-TACC3 inh
COc1ccc2nc(SCC(=O)NC(C)(C)C)[nH]c2c1	-1.1
CCOC(=O)C1=C(C)NC(=O)NC1c1ccc(Cl)cc1Cl (stereo unspecified)	-30.0
O=C(CSc1ncnc2c1oc1ccccc12)NCc1ccco1	-1.5
Cn1c(=O)c2c(nc(-n3ccnc3)n2C)n(C)c1=O	-2.0
CCOc1cc(NC(=S)Nc2cccc(OC)c2)c(OCC)cc1NC(=O)C(C)C	-22.5
Cc1nc2c(n1O)CCC/C2=N\O	1.9
CCOC(=O)C(C)N1N=C(/C=C/c2ccc(OC)cc2)CCC1=O (stereo unspecified)	5.6
O=c1c2ccccc2nc(-c2ccc(Cl)c(Cl)c2)n1O	1.6
OC(COCc1cccs1)CN1CCN(c2ccccn2)CC1 (stereo unspecified)	-4.5
O=C(Nc1cccc2cccnc12)c1cccc(N2C(=O)CCC2=O)c1	0.7
O=C(CNc1ccccc1)N/N=C/c1ccc([N+](=O)[O-])o1	0.9
COC(=O)C1=C(N)N(c2ccc(F)cc2)C2=C(C(=O)CCC2)C1c1ccc2c(c1)OCO2 (stereo unspecified)	-0.3
CCOCCCNC(=O)C1CCN(S(=O)(=O)N2CC(C)CC(C)C2)CC1 (stereo unspecified)	-5.7
COC(=O)c1ccc(Oc2nc(C)cc(Oc3ccccc3)n2)cc1	-11.3
COc1cc2c(cc1OC)C(C(=O)Nc1ccccn1)C(c1cccnc1)N(C)C2=O (stereo unspecified)	8.3
COc1ccc(C(C)=O)cc1CSc1nc2cc(Cl)ccc2o1	-4.6
Cc1ccc(-n2ncc(N(C)C)c(Cl)c2=O)cc1	0.0
CCOC(=O)/C=C1\NC(C)(C)Cc2cc(OC)c(OC)cc21	-2.1
COc1ccccc1NC(=O)c1sc2ncn(Cc3cccc(C)c3)c(=O)c2c1C	-10.8
Cn1c(CCNC(=O)c2ccc(Cl)c(Cl)c2)nnc1SCc1ccc(Cl)c(Cl)c1	60.5*
CCC(C)[C@H](NC(=O)NCc1cccs1)C(=O)O (stereo partly specified)	-11.9
Cc1cccc(C)c1OCC(=O)Nc1oc(-c2ccccc2)c(-c2ccccc2)c1C#N	-1.0
CCOC(=O)c1[nH]c(CSc2nnc(-c3ccc(OC)cc3)o2)c(C(=O)OCC)c1C	0.8
COC(=O)c1ccc(C)c(N(CCO)CCO)c1	1.6

The final six entries of the part above lead into the next:
SMILES	ARNT-TACC3 inh
COc1ccccc1NC(=O)c1sc2ncn(Cc3cccc(C)c3)c(=O)c2c1C	-10.8
Cn1c(CCNC(=O)c2ccc(Cl)c(Cl)c2)nnc1SCc1ccc(Cl)c(Cl)c1	60.5*
CCC(C)[C@H](NC(=O)NCc1cccs1)C(=O)O (stereo partly specified)	-11.9
Cc1cccc(C)c1OCC(=O)Nc1oc(-c2ccccc2)c(-c2ccccc2)c1C#N	-1.0
CCOC(=O)c1[nH]c(CSc2nnc(-c3ccc(OC)cc3)o2)c(C(=O)OCC)c1C	0.8
COC(=O)c1ccc(C)c(N(CCO)CCO)c1	1.6
Cc1onc(-c2c(F)cccc2Cl)c1C(=O)N1CCCc2ccccc21	-13.6
N#Cc1ccc2ccn(CC(=O)NCc3ccccc3)c2c1	-13.5
CCc1ccccc1NC(=O)CCN1C(=O)c2ccccc2C1=O	-9.8
O=C(Nc1ccc(O)cc1)c1cc2n(n1)C(C(F)(F)F)CC(c1ccco1)N2 (stereo unspecified)	8.1
C=CCn1c(COc2ccc(F)cc2)nnc1SCC(=O)N1CC(=O)Nc2ccccc21	15.3
N#Cc1ccc(NC(=O)CCc2ccc(S(=O)(=O)N3CCOCC3)cc2)cc1	-3.1
COC(=O)c1[nH]c(C)c(/C(O)=C2\C(=O)C(=O)N(CCN(C)C)C2c2cccc(OC)c2OC)c1C (stereo unspecified)	-1.5
Cc1cnc(C(=O)Nc2ccc(F)c(F)c2)cn1	1.2
Cc1cnc(C(=O)Nc2ccc(N3CCOCC3)cc2)cn1	2.1
Cc1cc(C)cc(Oc2cc(NC(=O)c3cn(C)nc3C)cc([N+](=O)[O-])c2)c1	-7.9
Cc1[nH]nc2ncc(C(=O)c3cc(F)ccc3O)cc12	-5.4
COC(=O)c1cn(-c2ccccc2)nc1C(=O)OC	-8.0
O=C1CSC(c2cn(-c3ccccc3)nc2-c2ccccc2)N1Cc1ccco1 (stereo unspecified)	6.0
COc1ccc(N2CCN(c3nc4ccccc4nc3NS(=O)(=O)c3ccccc3)CC2)cc1	1.5
CCCc1nc(-c2ccc(-c3ccc(F)cc3)cc2)no1	-7.0
O=C(N/N=C/c1cccnc1)c1cc(C2CC2)nc2ccccc12	-6.9
Cc1c(NC(=O)c2ccccc2)c(=O)n(-c2ccccc2)n1C	0.9
CC1Cc2ccccc2C(=O)N1 (stereo unspecified)	-3.5
C(=N\N=C\c1cccnc1)/c1cccnc1	0.7
CCOc1cc(CNc2ccc3c(c2)OCCO3)cc(Br)c1OC	17.1
Cc1c(C(=O)N2CCN(c3ccccc3F)CC2)sc2nc(-c3ccccc3)cn12	-1.2
Cc1ccc(/C(CSc2nccn2-c2ncc(C(F)(F)F)cc2Cl)=N\O)cc1	14.7
CCC(C)Nc1nc(-c2ccc3c(c2)NC(=O)CO3)cs1 (stereo unspecified)	-24.7
Cc1sc(C(=O)NCc2cccnc2)c2nc(C)n(CC(=O)NCc3cccnc3)c(=O)c12	-1.1

Some of the entries above in a different format.
ARNT-TACC3 inh	SMILES
8.1	O=C(Nc1ccc(O)cc1)c1cc2n(n1)C(C(F)(F)F)CC(c1ccco1)N2 (stereo unspecified)
15.3	C=CCn1c(COc2ccc(F)cc2)nnc1SCC(=O)N1CC(=O)Nc2ccccc21
-3.1	N#Cc1ccc(NC(=O)CCc2ccc(S(=O)(=O)N3CCOCC3)cc2)cc1
-1.5	COC(=O)c1[nH]c(C)c(/C(O)=C2\C(=O)C(=O)N(CCN(C)C)C2c2cccc(OC)c2OC)c1C (stereo unspecified)
1.2	Cc1cnc(C(=O)Nc2ccc(F)c(F)c2)cn1
2.1	Cc1cnc(C(=O)Nc2ccc(N3CCOCC3)cc2)cn1

Later entries
SMILES	ARNT-TACC3 inh
CCOc1ccccc1N(CC(=O)Nc1ccc(S(=O)(=O)N2CCOCC2)cc1)S(=O)(=O)c1ccccc1	-0.6
CCOc1ccc(-c2noc(-c3cccnc3)n2)cc1OC	-1.8
CCCc1cc(=O)n2[nH]c(-c3cc(OC)c(OC)c(OC)c3)nc2n1	-2.0
O=c1c2cc(F)ccc2sn1-c1ccc(F)cc1	20.5
Cc1c(C(=O)NCc2cccnc2)oc2ccc(S(=O)(=O)N3CCCCCC3)cc12	-2.7
CC(C)C(=O)Nc1ncc2c(n1)CC(c1cccs1)CC2=O (stereo unspecified)	-10.5
O=C(CCCCCN1C(=O)CCC1=O)Nc1ccc(Cl)c(C(F)(F)F)c1	6.1
O=C(O)C1CSC(c2ccncc2)N1 (stereo unspecified)	5.6
Cc1sc2ncnc(NCC(c3ccco3)N3CCCC3)c2c1C (stereo unspecified)	-18.0
Cc1cc(-c2ccc(N3C(=O)CCC3=O)c(C)c2)ccc1N1C(=O)CCC1=O	-6.3
O=C(O)C1CC(=O)N(c2ccc(OCc3c(F)cccc3Cl)cc2)C1 (stereo unspecified)	-24.8
c1ccc2[nH]c(N3CCOCC3)nc2c1	1.1
Cc1ccc(-n2nc3ccc(NC(=O)c4ccc5c(c4)OCO5)cc3n2)cc1	2.3
CC1CCCCC1NC(=O)C1CCN(C(=O)NC2CCCCC2)CC1 (stereo unspecified)	-4.1
O=C(NCc1ccc2c(c1)OCO2)C1CCC(CNS(=O)(=O)c2ccccc2)CC1 (stereo unspecified)	-0.9
O=C(COC(=O)CCC(=O)c1cccs1)Nc1ccc(S(=O)(=O)N2CCOCC2)cc1	1.5
CCCc1cc(=O)[nH]c(SCC(=O)c2c(N)n(C)c(=O)n(C)c2=O)n1	-0.4
Cn1c(=O)c(C(=O)NCCO)c(O)c2ccccc21	-8.1
COc1ncnc2c1NC1=C(S2)C(=NCCC(=O)O)CC(C)(C)C1	-1.0
Cc1cc(=O)n2[nH]c(C)c(-c3ccc(Cl)cc3)c2n1	10.7
O=C(O)/C(=C1/OC(=O)c2ccccc21)c1ccccc1	-3.8
CC(C)(C)c1ccc(C(=O)N/C(N)=N/c2nc3ccccc3o2)cc1	-17.3
Cc1[nH]n(-c2ccccc2)c(=O)c1N=Nc1nccs1	4.7
CCCCCCCCN1C(=O)N(C)C(N(O)C(=O)NC)C1(C)C (stereo unspecified)	0.3
Cc1ncc(CO)c2c1OC(C)(C)OC2	-11.4
COc1ccc2cc(CN(CCc3ccccc3)Cc3nnnn3CC3CCCO3)c(=O)[nH]c2c1 (stereo unspecified)	4.9
O=c1[nH]c2ccc(Cl)cc2c(=O)n1Cc1ccco1	-9.4
CCCC(=O)Nn1cnc2c(c1=O)C1(CCCCC1)Cc1ccccc1-2	-5.9
CCC(C)NC(=O)c1cc(Cl)ccc1OC (stereo unspecified)	5.0
CC(=NCc1ccco1)C1=C(O)c2ccccc2C1=O	15.9
N/C(=N\OC(=O)CCC1CCCCC1)c1ccccn1	-3.4
CCOC(=O)CSC1=NC(=O)/C(=C\c2ccc(OC(C)=O)cc2)S1	4.4
CC(C)(C)NC(=O)NC(=O)COC(=O)c1ccco1	-4.6
COc1ccc(CNC(=O)CSc2ncn[nH]2)cc1	2.4
O=C(CCC1COc2ccccc2O1)N1CCCC1 (stereo unspecified)	-4.9
CCC(c1nnnn1C1CCCC1)N1CCN(Cc2ccccc2)CC1 (stereo unspecified)	1.7
CC(=O)c1c(C)[nH]c(C(=O)CSc2nnc(-c3cccs3)n2Cc2ccccc2)c1C	-2.6
Cc1ccc(NC(=O)Cn2cnc3c(cnn3C(C)(C)C)c2=O)cc1	-3.6
COc1ccc(CNc2ccc(-c3ccccc3OC)nn2)cc1	5.9
CC(C)N(C(=O)COC(=O)c1ccc(O)cc1)C(C)C	-4.8
CC(C)CC(NC(=O)C1CCCCC1)C(=O)N1CCN(c2ccccn2)CC1 (stereo unspecified)	15.0
CCNC(=O)NC(=O)CSc1nc2ccccc2n1CCOC	-8.3
Cc1ccc(NC(=O)CSc2nnc(CNC(=O)c3c(F)cccc3Cl)o2)cc1	-5.9
O=C(c1ccccc1Nc1ccc(SC(F)F)cc1)N1CCCCC1	-1.1
CCc1ccc(N(C(=O)c2ccoc2C)C(C(=O)NC2CCCC2)c2ccc(OC)cc2)cc1 (stereo unspecified)	-0.1
COc1ccc(NS(=O)(=O)c2ccc(NC(=O)C(C)(C(F)(F)F)C(F)(F)F)cc2)nn1	-1.8
Cc1nn(C(=O)c2cccnc2)c(C)c1Sc1ccc(Br)cc1	-21.5
O=C(CN1CCN(S(=O)(=O)c2ccccc2)CC1)Nc1cccc(C(F)(F)F)c1	-9.6
COc1ccc(NC(=O)Nc2ccc3nsnc3c2)cc1	2.3
CCN(/C=N/c1sc2c(c1C#N)CCCCC2)CC	17.2
Cc1nc2ccc(NC(=O)N3CCSCC3)cc2nc1C	3.1
O=C(CN1CCOCC1)Nc1ccc(C2CCCCC2)cc1	-6.8
COc1ccc(C)cc1S(=O)(=O)N(C)CC(=O)N1CCN(C)CC1	-2.5
COCCNC(=O)c1cc(-c2cccnc2)nc2ccc(Br)cc12	-7.4
CC(C)c1nnc(NC(=O)CCC(=O)NC2CCCCCCC2)s1	-5.9
Cc1nnn(C23CC4CC(CC(C4)C2)C3)n1	-5.6
COc1ccccc1N1CCN(C/C(O)=C(\C#N)c2nc(-c3ccccc3)cs2)CC1	0.9
Cc1nc2c(-c3ccccc3)c(C)[nH]n2c(=O)c1Cl	-6.0
CN(C(=O)c1ccccc1)c1nc2ccccc2s1	-2.9
CCN(CC)c1ccc(NC(=O)CN2CCN(c3ccccc3F)CC2)cc1	14.2

Next compounds follow.
SMILES	ARNT-TACC3 inh
O=C(NCc1ccco1)c1ccccc1NS(=O)(=O)c1ccc2c(c1)OCCO2	-5.7
O=C1C(=O)N(CCCc2ccccc2)c2ccccc21	8.5
Cc1nn(Cc2ccc(C(=O)Nc3ccccc3C(F)(F)F)o2)c(C)c1Br	-7.9
Cc1ccc2nc(SCc3nc4c(cnn4-c4ccccc4)c(=O)[nH]3)[nH]c2c1	-1.7
O=C(CSc1nc2ccccc2c(=O)n1NC(=O)Cc1ccccc1)NCc1ccco1	-1.1
Cc1ccc2c(c1)N(C(=O)CSc1nncn1C)C(C)(C)c1ssc(=S)c1-2	12.6
CC(C)(C)OC(=O)NCCCCCc1nnc(SCC(N)=O)o1	-0.4
Cc1ccc(S(=O)(=O)/N=C(\c2ccc(F)cc2)n2c(C)nc3ccccc32)cc1	-2.6
Cc1nc2ncccn2c1-c1csc(NCc2ccco2)n1	-0.8
Brc1cc(Br)c2ncnc(N3CCCCC3)c2c1	-5.3
CC(C)(C#N)NC(=O)c1ccco1	-27.1
O=C(Nc1ccc(S(=O)(=O)NCc2cccnc2)cc1)c1ccco1	-3.0
CCCC(C)C(=O)Nc1ccc(NC(C)=O)cc1 (stereo unspecified)	30.3
NC(=O)Cn1c2[n+](c3ccccc31)CC(O)CS2 (stereo unspecified)	-8.0
O=C(Oc1ccnc2cc(Cl)ccc12)N1CCCCCC1	-6.3
O=C1CC(N2CCN(c3nc4ccccc4s3)CC2)C(=O)N1Cc1cccs1 (stereo unspecified)	-5.5
N#CCCn1nnc2ccccc21	-38.0
COc1cc(C2C=C(C34CC5CC(CC(C5)C3)C4)NC(=S)N2)cc(OC)c1OC (stereo unspecified)	-1.9
CCc1cc(C(=O)NNC(=S)Nc2ccccc2C)cs1	-3.0
Cc1c(Cl)cccc1-c1ccc(/C=N/n2cnnc2)o1	21.2
O=C(CSc1nc(-c2ccco2)cc(C(F)(F)F)n1)Nc1cccnc1	-4.7
COc1ccc2c(CC(=O)OCC(=O)NC(=O)c3cccn3C)coc2c1	-0.4
COc1ccc(OC)c(C2=C[N+](=O)C(C)(C)C(C)(C)N2[O-])c1	0.8
COc1ccc(/C=N/N2C(=O)CSC2=S)cc1	15.4
Cc1cccc(OCC2=N/C(=C\N(C)C)C(=O)O2)c1	2.7
CCN1CCCC1CNC(=O)c1ccc2c(=O)n(CCOC)c(=O)[nH]c2c1 (stereo unspecified)	-6.8
Cc1ccc(C(=O)NNC(=O)C2CCN(Cc3ccc(Cl)c(Cl)c3)CC2)cc1	-4.8
CCOC(=O)CCCCC(=O)c1[nH]c(=O)[nH]c1CSc1nc(C)cc(C)n1	-6.9
Cc1cccc(-c2nc(CSCC(=O)N3CCN(Cc4ccc5c(c4)OCO5)CC3)c(C)o2)c1	8.5

An excerpt (hit frequency here may not be typical).
